# Screening data (PubChem BioAssay)
# Pf Dd2 inh = qHTS Primary assay for Inhibitors of Plasmodium falciparum Dd2 growth in vitro; P. falciparum Dd2 growth, SYBR Green, 72 h; AID 1347417, 2020; 4.3% of 120,000 active; Potency, µM (series often up to 28.9 µM), for the others: at the highest dose activity, negative = inhibition, most hits filed as inhibitors; active means well fitted inhibition curve with a large enough effect; inconclusive means small, poorly fitted or top-dose-only effect; inactive means no such curve, though single readings can be large or run the other way;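 further: plate controls were DMSO vehicle for no effect and reference drug for full effect; nearly all actives have a fitted effect of over 65% in size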
#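 Readout: SYBR Green fluorescence, 485 nm excitation, 535 nm emission, after ~16 h lysis at 37C. Before that, Dd2-infected red cells (2.5% hematocrit) grew 72 h with compound, 29 uM top final concentration.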
# Numbers without * were called inactive; i = inactive; ? = inconclusive; & = joins results of further samples; [ ] = another dose, or the depositor's remark. Potency means the concentration at half of the fitted maximal effect.
# A first look, 4 compounds:
Structure,Pf Dd2 inh
CNC(=O)N1CCC(C2CCN(C(=O)NCc3ccc(F)cc3)C2)CC1 (configuration not stated),-15.1%
O=C(NCCc1ccc(Cl)cc1)c1nc(-c2cccc(F)c2)n2c1CCCCC2,42.1%[activator][0.594 µM]
CC(C)c1nn2c(=O)cc(COC(=O)CNC(=O)c3ccccc3Cl)nc2s1,-13.1%
COc1cc(C(=O)Nc2nc3c(s2)Cc2c(Br)ccc(OC)c2-3)cc(OC)c1OC,3.16µM*

# The list itself, repeating the preview:
Structure,Pf Dd2 inh
CNC(=O)N1CCC(C2CCN(C(=O)NCc3ccc(F)cc3)C2)CC1 (configuration not stated),-15.1%
O=C(NCCc1ccc(Cl)cc1)c1nc(-c2cccc(F)c2)n2c1CCCCC2,42.1%[activator][0.594 µM]
CC(C)c1nn2c(=O)cc(COC(=O)CNC(=O)c3ccccc3Cl)nc2s1,-13.1%
COc1cc(C(=O)Nc2nc3c(s2)Cc2c(Br)ccc(OC)c2-3)cc(OC)c1OC,3.16µM*
Cc1ccc2oc([C@H]3CCN(Cc4c[nH]c5ccccc45)C3)nc2c1,?
COc1cccc(NC(=O)C2CCN(S(=O)(=O)c3c(C)noc3/C=C/c3cccs3)CC2)c1,-3.9%
O=C1c2oc3ccccc3c(=O)c2C(c2ccc(Br)cc2)N1c1ccccn1 (configuration not stated),18.3%
CCn1nccc1C(=O)N1CCC(N2C[C@H](O)C[C@H]2C(=O)NC2CCCCC2)CC1,-16.7%
CCCC1c2nccn2CCCN1C(=O)CCc1c(C)noc1C (configuration not stated),-5.6%
CC(C)c1noc(-c2cccn3c(CNC(=O)c4ccncc4)nnc23)n1,?
Cc1ccc(Cl)cc1-n1c(SCC(=O)NCc2ccccc2)nc2n[nH]c(C)c2c1=N,?
O=C(NCc1cccn1Cc1ccccc1)Nc1ccc(Br)cc1F,i[5.79 µM]
CCOc1ccc(CNC(=O)C2Cc3ccccc3N2C(=O)CC)cc1 (configuration not stated),17.4%
Cc1cccc(-c2cnc3n[nH]c(-c4ccccc4)c3n2)c1,?
O=C(NCc1ccccn1)c1ccc(N2CC3CC(C2)[C@H]2CCCC(=O)N2C3)nc1 (some centres not stated),2.0%
CCCCc1nn(CC(=O)NCc2c(C)noc2C)c(=O)n1-c1ccccc1,-13.3%
O=C(Nc1ccc2c(c1)OCO2)N1CCc2onc(-c3ccc(F)c(F)c3)c2C1,3.2%
COc1ccc(C(=O)N2CC[C@@H]3CN(S(C)(=O)=O)[C@@H]3C2)cc1F,22.8%
CC(C)C(=O)N1CCC(O)(c2ccccc2)[C@H](N(C)C)C1 (some centres not stated),i[5.79 µM]
CCOCCCNc1ncnc2c1CN(C1CCCNC1)C(=O)CN2C (configuration not stated),13.5%
COc1ccccc1OCc1cc(C(=O)NCc2n[nH]c3c2CCC3)n[nH]1,-19.8%
CC(C)OCCCNC(=O)CCCN1C(=O)CCn2nc(-c3cccn3C)cc21,-13.0%
CS(=O)(=O)N1CCc2cc(C(=O)Nc3cccc(F)c3)ccc21,16.8%
Cc1ccc(S(=O)(=O)N2CCC(CCC(=O)NCc3ccccc3)CC2)cc1,-27.3%
Cc1ccc(-c2cc(C(=O)N3CCN(S(=O)(=O)c4ccc(Br)s4)CC3)[nH]n2)c(C)c1,12.6µM*
CCOc1ccccc1NC(=O)C(Cc1ccccc1)NS(=O)(=O)c1ccc(Br)s1 (configuration not stated),-6.4%
CCOc1ccccc1CN1CCN(c2nccc(OC)n2)CC1CCO (configuration not stated),i
O=C(/C=C/c1ccccc1)N1CCN(Cc2cc(=O)n3nc(-c4ccccc4Cl)sc3n2)CC1,-29.7%
Cc1ccc(S(=O)(=O)c2nnn3c2nc(NC(C)C)c2cc(Cl)ccc23)cc1C,7.0%
O=C(Cc1ccccc1Cl)N1CCC(c2n[nH]c(=O)n2Cc2ccc(F)cc2)CC1,-13.4%
CCOc1ccccc1C(=O)N1CCC(Oc2ncccc2C(=O)N(C)C)C1 (configuration not stated),i
COCCNC(=O)[C@@H]1C[C@@H](O)CN1C1CCN(C(=O)c2ccc3ccccc3n2)CC1,6.8%
CCCc1[nH]nc2c1C(c1ccccc1)C(C#N)=C(N)O2 (configuration not stated),-4.1%
COc1cccc(-c2noc(CC3CCN(C(=O)c4ccc(C)cc4)CC3)n2)c1,i
Cc1ccccc1NC(=O)c1cnc2sc(N3CCCC3)nn2c1=O,89.5%[activator]
Cc1ccc(C(=O)N2CCC(N3CCCNC3=O)CC2)cc1,-8.1%&9.4%[44.1 µM]
CO[C@H]1C(=O)N(C2CCN(C(=O)c3cc4ccccc4[nH]3)CC2)[C@H]1c1ccncc1,-25.2%
COc1ccccc1CNC(=O)CS(=O)(=O)Cc1nc(-c2ccccc2C)oc1C,26.7%
Cc1cc(C)cc(OCC(=O)Nc2ccc(-c3nc4ccccc4s3)cc2)c1,1.4%
Cc1ccc(S(=O)(=O)NC[C@H]2O[C@@H](CC(=O)N3CCN(c4ccccc4)CC3)[C@H](O)[C@@H]2O)cc1,i
CC(=O)NC1(C)CCN(Cc2ccc(-c3ccc(Oc4ccccc4)cc3)cc2)C1 (configuration not stated),?
CC(=O)N1CCC2(CC1)SCC(=O)N2c1ccc(F)cc1,-21.2%
c1ccc(-c2cn3c(n2)CO[C@@H](CNCC2CCCCC2)C3)cc1,?
COc1ccc(C(=O)NC[C@H]2Cn3ccnc3CO2)cc1,-6.4%[44.1 µM]
CCc1nc2c(c(-c3ccc(Cl)cc3)n1)CN(C(=O)OC)CC2,?
CNC(=O)[C@@H]1CN(C(=O)CCc2ccccc2OC)C[C@H]1c1n[nH]c(C)n1,-0.6%
CCN(C(=O)c1nn(-c2ccc(OC)c(Cl)c2)c(=O)c2c1c1ccccc1n2C)c1cc(OC)ccc1OC,7.94µM*
O=C(c1cccc(Cl)c1)N1CCC2(CC1)NC(=O)N(c1ccccc1Cl)N2,?
Cc1ccc(NC(=O)CSc2nnc3[nH]c(=O)cc(-c4ccccc4)n23)cc1Cl,16.2%
CCN(CC)C(=O)Cn1cc(C(=O)N2CCCC2c2nc3ccccc3s2)nn1 (configuration not stated),-24.0%
O=S(=O)(NCc1nc2cccnc2n1Cc1ccccc1)c1ccc2c(c1)CCCC2,16.9%
CCCCCOc1ccccc1Cn1c(=O)oc2ccc(C)cc21,3.4%
Cc1ccccc1OCCn1c(CCNC(=O)C(C)(C)C)nc2ccccc21,-13.3%
COc1cccc(C(=O)N2CCCC(n3cc(-c4nc(C5CC5)no4)nn3)C2)c1 (configuration not stated),-17.0%
CCS(=O)(=O)N1CCC2(CCCN(C3CCOCC3)C2=O)C1 (configuration not stated),-7.6%
CCc1nc2nc(C)cc(Nc3ccc(Br)cc3F)n2n1,?
Cc1cccc(C)c1NC(=O)Cn1c(=O)n(CCC(=O)NCc2ccccc2Cl)c(=O)c2sccc21,18.4%
C[C@@H]1CN(c2cnc3ccccc3n2)CC[C@@]1(O)C1CCC1,?
Cc1ccc(-n2ncc3c(NCCCN(C)C)ncnc32)cc1Cl,-12.5%
Cc1ccc(-c2cnc([C@@H]3COCCN3C(C)C)[nH]2)cc1,?

# The listing continues:
Structure,Pf Dd2 inh
Cc1ccc(C)c(NC(=O)N2CCCC(c3noc(COc4ccccc4)n3)C2)c1 (configuration not stated),5.01µM*
COc1cccc(OC)c1CN1CC[C@@H]2CN(S(C)(=O)=O)[C@@H]2C1,i
COc1ccc(-c2nc3c(c(=O)[nH]2)CCN(C(=O)Cc2ccsc2)C3)cc1,-25.8%
CCc1ccc(S(=O)(=O)c2nnn3c2nc(Nc2ccc(C)c(Cl)c2)c2sccc23)cc1,16.7%
O=C(NCC1CC1)c1cn(C2CNC2)nn1,?
Cc1ccc(NC(=O)CN2C(=O)CC(C)Sc3ccccc32)c(C)c1 (configuration not stated),-6.7%
COCCOCC1(CNC(=O)C2CCOCC2)C[C@@H](O)[C@@H](O)C1 (some centres not stated),-9.6%[44.1 µM]
CC(=O)c1ccc(Nc2nc3ccccc3nc2-n2nc(C)cc2C)cc1,?
CC(C)c1noc(CC2CCN(C(=O)Cc3ccc(F)cc3)CC2)n1,i
Cn1ccnc1CN1C(=O)CO[C@H](c2ccc(NC(=O)c3ccc(F)c(Cl)c3)cc2)[C@H]1CO,-9.8%
CC(C)c1ccc(CC(=O)N2CCCc3ncc(C(=O)N(C)Cc4ccccc4)cc32)cc1,?
Cc1cc(F)ccc1NC(=O)C1CCN(C(=O)c2cnn(-c3ccccc3)c2-n2cccc2)CC1,-6.2%
O=C(N1CCC2(CC1)CC(N(Cc1ccccc1)C1CC1)CCO2)C1(c2ccccc2)CC1 (configuration not stated),?
O=C1CCN(C(=O)[C@@H](Cc2ccccc2)NC(=O)c2ccoc2)CCOCCN1,-19.5%
CCOc1ccc(NC(=O)C2CCCN(S(=O)(=O)c3ccc4[nH]c(=O)ccc4c3)C2)cc1 (configuration not stated),3.8%
CN(C)CC(=O)N1Cc2ccccc2CC2(CCCN(C)C2)C1 (configuration not stated),-7.7%
Cc1ccc(C2=NC3(CCN(C(=O)c4cc(F)ccc4F)CC3)ON2)cc1,i
Cc1cccn2c(=O)c3cc(C(=O)N(Cc4ccccc4)C(C)C)sc3nc12,-14.1%
CN1C(=O)CO[C@H](c2ccc(NC(=O)c3cccnc3)cc2)[C@H]1CO,14.6%[44.1 µM]
COc1ccc2[nH]c3c(c2c1)CCNC31CCN(C(=O)c2ccccn2)CC1,?
CCN(CC)c1ccc(NC(=O)Cn2c(C)c3cnn(-c4ccccc4)c(=O)c3c2C)c(C)c1,9.9%
O=C(O)c1ccc(C2CCCN(C(=O)CSCC3CC3)C2)cc1 (configuration not stated),2.4%
Cc1ccc(CNC(=O)C2CCN(c3cc(C(F)(F)F)ncn3)CC2)cc1,i
Cc1ccc(C2Cn3nnc(C(=O)N4CCN(C(=O)Cc5cccc(F)c5)CC4)c3CO2)cc1 (configuration not stated),-26.2%
CC(C)S(=O)(=O)CCNc1nccc(-c2cccnc2)n1,-7.1%
COCC1CN(C)CC12CCN(C1CCOCC1)CC2 (configuration not stated),-6.4%
CCC(C(=O)NCCn1ccn2nc(-c3ccc(F)cc3)cc2c1=O)c1ccccc1 (configuration not stated),-5.0%
COc1cccc(NC(=O)CCN2CCN(c3ccccc3)CC2)c1,-17.9%
Brc1ccc2nc(SCCOc3ccccc3)[nH]c2c1,41.7%[activator]
COc1ccc(C(=O)NCC(=O)N2CCCCCCNC(=O)CC2c2ccccc2)cc1F (configuration not stated),i
N#Cc1ccc(C(=O)N[C@H]2[C@H](O)[C@H](O)C[C@@H]2c2cccnc2)cc1,29.2%[44.1 µM]
Cc1ccccc1C(=O)Nc1nnc(S(=O)(=O)N2c3ccccc3CC2C)s1 (configuration not stated),-12.3%
Cc1ncoc1C(=O)NC1CCc2nnc(C3CC3)n2CC1 (configuration not stated),i
Cc1c(C(=O)NCc2ccc(Cl)cc2)sc2nc3n(c(=O)c12)CCC3,?
CCCC(C)N1CC2(CCN(C(=O)c3csc(C(C)C)n3)CC2)OC1=O (configuration not stated),-4.9%
O=C1CCN(S(=O)(=O)c2ccccc2)CCCN(C2CCCCC2)CCN1,?
COCc1nncn1C1CCN(C(=O)c2ccc(F)c(F)c2)CC1,-21.8%
COCCCNC(=O)c1cc(-c2cccnc2)nc2ccc(S(=O)(=O)N3CCC(C)CC3)cc12,24.0%
O=C1CCN(C(=O)Cc2cccc(F)c2)CCCCCCN1,12.2%
CN1CCN(c2ccc3ncc(Nc4ccc5c(c4)OCCO5)n3n2)CC1,7.94µM*
CN1CC2(CCCN(C(=O)c3cn4cc(Cl)ccc4n3)C2)OC1=O (configuration not stated),7.8%
CC(C)CNC(=O)N1CCCC(c2nn[nH]n2)C1 (configuration not stated),5.3%
CCOC(=O)c1cnc2nc(NCc3ccc(OCC)cc3)[nH]n2c1=O,-0.8%
CCc1nn(-c2ccc(F)cc2)c(Oc2ccccc2)c1CCC(=O)NCC1CCCO1 (configuration not stated),?
C#CCNC(=O)C1CCc2nnc(-c3ccc(Cl)nc3)n21 (configuration not stated),33.4%[activator]
COC1CCN(CC2CCCCCN2C(=O)c2ccoc2)CC1 (configuration not stated),-0.4%
COCc1cc(C[C@@H]2CC[C@H](O)[C@@H](CNC3CCCCC3)O2)no1,?
CC(=O)Nc1ccc(NC(=O)c2cc(-c3ccncc3)cn2Cc2ccccc2C)cc1,3.16µM*

# Fetched one by one from the list above (three):
Structure,Pf Dd2 inh
CN1C(=O)CO[C@H](c2ccc(NC(=O)c3cccnc3)cc2)[C@H]1CO,14.6%[44.1 µM]
CCCC(C)N1CC2(CCN(C(=O)c3csc(C(C)C)n3)CC2)OC1=O (configuration not stated),-4.9%
CN1CCN(c2ccc3ncc(Nc4ccc5c(c4)OCCO5)n3n2)CC1,7.94µM*

# Remaining list, next part
Structure,Pf Dd2 inh
COc1cc(F)ccc1-c1ccnc2nc(C3CCCCC3)nn12,-16.9%
CCOc1ccc(CNC(=O)c2ccc3nc(CC)c(CC)nc3c2)cc1,i
Cc1ccc(C)c(NC(=O)c2cc(S(=O)(=O)NCCC3=CCCCC3)ccc2F)c1,i
COc1ccc(CN2CCN(c3cc(N(C)C)ncn3)CC2CCO)c(C)c1C (configuration not stated),-10.7%
CCn1ncc(N2CCC(NC(=O)c3ccc(OC)cc3)CC2)cc1=O,-14.3%

# A portion of the library. The share of hits here may be higher or lower than overall.
